Compound activity from PubChem.
Giardia killer – kills Giardia lamblia | AID 540267 | actives 0.15% (n = 340,000) | Giardia lamblia trophozoite viability | activity change, % at 7.66 µM, hits read low; in the data active = activity change below about -80%; inconclusive = between about -30% and that limit;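 also: parasites exposed to compound for two days anaerobically before the ATP read; % is scaled to controls: 0 for no effect and ±100 for the full control effect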
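Giardia lamblia trophozoites (100 cells/well) were incubated with compounds for 48 h at 37 deg C under anaerobic conditions. Viability was read as ATP content by one-step luminescence after 15-30 min at room temperature.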
FBPA coupling cs – inhibits coupling enzyme system, counter-screen for aldolase hits; AID 2472; activity change, negative = inhibition, % at 58.2 µM, hits read low; coupling enzyme system counterscreen, AmpLite Red fluorescence; actives 0.67% (n = 290,000); in the data active = activity change below about -30%; also: % is scaled to controls: 0 for no effect and ±100 for the full control effect
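Compounds tested against the coupling enzymes alone at 57.5 uM final; readout was AmpLite Red fluorescence (525/598 nm) after 20 min at RT.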
TSHR antagonist – antagonists of human thyroid stimulating hormone receptor; actives 0.2% (n = 330,000); TSHR-expressing cells, TSH-stimulated cAMP HTRF, 2 h; hits give low values; AID 504810; activity change, negative = inhibition, % at 11.5 µM;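 active = activity change below a set negative limit, meaning inhibition stronger than a set level, cut at about -70% in these data; inconclusive = activity change between two set negative limits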; also: % is scaled to controls: 0 for no effect and ±100 for the full control effect
Target sequence (P16473 whole entry, looked up): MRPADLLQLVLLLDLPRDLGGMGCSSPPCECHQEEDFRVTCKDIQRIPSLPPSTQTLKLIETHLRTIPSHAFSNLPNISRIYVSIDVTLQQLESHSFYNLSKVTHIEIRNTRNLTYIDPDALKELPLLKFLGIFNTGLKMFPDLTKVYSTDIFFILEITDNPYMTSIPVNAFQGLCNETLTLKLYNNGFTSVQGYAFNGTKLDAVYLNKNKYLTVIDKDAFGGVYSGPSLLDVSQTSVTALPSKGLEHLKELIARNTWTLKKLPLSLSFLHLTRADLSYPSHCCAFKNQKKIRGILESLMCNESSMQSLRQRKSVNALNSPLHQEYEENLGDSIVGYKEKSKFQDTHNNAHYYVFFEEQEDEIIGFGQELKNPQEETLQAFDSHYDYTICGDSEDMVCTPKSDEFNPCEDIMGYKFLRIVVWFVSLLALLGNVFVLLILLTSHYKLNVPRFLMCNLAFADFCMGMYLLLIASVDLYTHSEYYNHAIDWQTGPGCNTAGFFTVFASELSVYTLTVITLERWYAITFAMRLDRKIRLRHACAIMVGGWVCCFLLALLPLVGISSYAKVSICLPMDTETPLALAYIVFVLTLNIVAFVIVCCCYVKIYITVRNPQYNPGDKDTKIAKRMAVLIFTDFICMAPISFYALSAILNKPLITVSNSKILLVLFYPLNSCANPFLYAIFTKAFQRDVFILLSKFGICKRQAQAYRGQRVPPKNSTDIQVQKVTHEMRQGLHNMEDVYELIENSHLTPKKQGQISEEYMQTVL
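TSHR-expressing cells were treated with compounds, then stimulated with TSH at EC80 (4nM final) for 2 hours at 37 deg C. Cellular cAMP was measured by HTRF competition between lysate cAMP and cAMP-d2 for a cryptate-labelled anti-cAMP antibody.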
Tb PFK block – blocks T. brucei phosphofructokinase; AID 485367; actives 0.17% (n = 330,000); T. brucei PFK, ADP-Glo luminescence; Potency, µM (top dose mostly 57.5 µM), inactives show top-dose activity, negative = inhibition, most hits filed as inhibitors; O15648;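 also: potency is read from the fitted curve at half-maximal effect; 0% = uninhibited 1x PFK enzyme wells and -100% = no-enzyme wells; nearly all actives have a fitted effect of over 60% in size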
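PFK 1.25 nM, F6P 0.5 mM, ATP 0.1 mM, 0.1 M TEA pH 8.0, 5 mM MgCl2, 0.01% Tween20, 0.1% BSA; 45 min RT. ADP-Glo readout. qHTS titration up to 57 uM; curves fitted, compounds curve-classed.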
A-T KAP1 phos – potential ataxia-telangiectasia treatment. […] A-T fibroblasts, KAP-1 phosphorylation AlphaLISA; neocarzinostatin DNA damage 30 min before lysis. AID 485349. Potency, µM (highest dose often 57.5 µM), inactives show at the highest dose activation, hits mostly activators. actives 0.19% (n = 320,000); also: potency is read from the fitted curve at half-maximal effect; % of control where 0% means no effect; nearly all actives have a fitted effect of over 45% in size
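ATM-like activity read as KAP-1 phosphorylation via AlphaLISA donor/acceptor antibody pairs after lysis and 6 hr at 25C. Cells were ATM-null patient fibroblasts ([…], hTERT), dosed 60 min, then exposed to the DSB inducer NCS for 30 min.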
GALK inh – inhibitors of human galactokinase | actives 0.007% (n = 270,000) | Purified GALK, Kinase-Glo residual ATP luminescence | Potency, µM (top dose mostly 57.5 µM), without a hit: top-dose activity change, negative = inhibition, most hits filed as inhibitors; also: potency is read from the fitted curve at half-maximal effect; % is scaled to controls: 0 for no effect and ±100 for the full control effect
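5 nM enzyme, 35 uM ATP, 100 uM galactose, 20 mM HEPES pH8.0, 5 mM MgCl2; 1 h RT; residual ATP by Kinase-Glo Plus luminescence, qHTS format.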
MLL CXXC-DNA inh – inhibitors of human MLL CXXC domain-DNA interaction; actives 0.037% (n = 290,000); MLL-CXXC / FITC-HOXA9 DNA fluorescence polarization; Potency, µM (top dose mostly 115 µM), without a hit: at the highest dose activity change, negative = inhibition, hits mostly inhibitors; active = well fitted inhibition curve with a large enough effect in the polarisation, with a control signal flat, not every such curve was filed as active; inconclusive = small, poorly fitted or top-dose-only effect, or effect the other way, or a change in a side signal; inactive = no such curve, though single readings can be large or run the other way; the % refers to the polarisation; also: potency is read from the fitted curve at half-maximal effect
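Steps: dispense CXXC domain solution (7 uM) → pin compounds or unlabeled HOX-A9 DNA control → 5 min ambient → add FLSN-HOX-A9 solution (50 nM) → spin → 30 min ambient → fluorescence polarization. Tris pH 7.5/NaCl/DTT/BSA buffer.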
KCNH2 WT inh – blocks the wildtype human KCNH2 potassium channel | Q12809 | activity change, % at 1.84 µM | actives 0.37% (n = 340,000) | U2OS, BacMam KCNH2, thallium flux FluxOr; hits give low values;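 active = maximum activity change below -70%; inconclusive = maximum activity change between -70% and -50%; inactive = maximum activity change above -50%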; also: % is scaled to controls: 0 for no effect and ±100 for the full control effect
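U2OS cells transduced with wild-type KCNH2 virus are loaded with FluxOr dye for 45 min, and thallium flux is measured in kinetic reads before and after stimulation buffer. Rate constants are normalized to DMSO controls.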
BCR signal inh – blocks chronic active B-cell receptor signaling; ABC-DLBCL IkBa-CBG/CBR reporter, luminescence ratio, 4 h; Potency, µM (series often up to 46.1 µM), for the others: at the top dose ratio change, negative = lower green/red ratio, actives largely listed as inhibitors; actives 0.05% (n = 340,000); AID 493014; active = well fitted inhibition curve with a large enough effect in the signal ratio, with a control signal flat, not every such curve was filed as active; inconclusive = small, poorly fitted or top-dose-only effect, or effect the other way, or a change in a side signal; the % refers to the signal ratio;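 also: potency is read from the fitted curve at half-maximal effect; plate controls were basal doxycycline-induced cells for no effect and cells given 10 µM MG132 for full effect; MG132 reads +100%, hits lower the ratio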
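Compounds up to 46 uM were incubated four hours with TMD8 cells whose green CBG68 luciferase is fused to IkappaBalpha; red CBR luminescence normalised the signal, and concentration-effect curves were fitted to fusion, red and ratio data.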
TCR activator – T cell receptor activation; primary human leukocytes, anti-CD3, IL-2 HTRF, 48 h; Potency, µM (doses to about 9.22 µM), for the others: top-dose activation of IL-2 secretion, usual class: activators; 330,000 tested, under 10 active; also: % of control where 0% means no effect
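TCR engagement came from a-CD3 beads alone, with compounds added to primary human leukocytes for 48 hr. Secreted IL-2 bridged europium cryptate- and d2-labelled anti-IL-2 antibodies, giving FRET emission at 665nm after 320nm excitation.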
Numbers without * were called inactive; ? = inconclusive; . = not tested or not shown; [ ] = dose if it differs, or a comment. Unless noted, calls follow the shape of the dose curve; as a rule, active = well fitted curve in the direction sought with a large enough effect; inconclusive = small, poorly fitted or top-dose-only effect, or another doubt; inactive = no such curve, though single readings can be large; an effect the other way counts as inactive or inconclusive.

entry	SMILES	Giardia killer	FBPA coupling cs	TSHR antagonist	Tb PFK block	A-T KAP1 phos
1	Cc1nc(SCC(=O)NC2CCS(=O)(=O)C2)c2c3c(sc2n1)CCCC3 (stereo not drawn)	-9	.	0	5%	12%
2	Cc1ccc(NC(=O)C2CCN(S(=O)(=O)c3cccs3)CC2)cc1C	0	3	-17	0%	.
3	CC1CCCCN1CC(=O)Nc1cc(S(=O)(=O)N2CCOCC2)ccc1N1CCCC1 (stereo not drawn)	7	2	-5	-7%	0%
4	O=C(CN1CCN(c2ccccc2O)CC1)Nc1ccc(S(=O)(=O)N2CCCCCC2)cc1	5	.	0	17%	-10%
5	Cc1ccccc1NC(=O)NCCCN1CCN(C2CCCCC2)CC1	-2	3	5	-3%	-10%
6	CC(C)c1ccccc1OCCCN1CCCC1	22	2	-5	-7%	0%
7	COc1cccc(CN2CCN(Cc3ccco3)CC2)c1	5	-2	5	1%	-2%
8	Cc1ccc(S(=O)(=O)NCc2ccccc2)cc1C(=O)NCCc1ccc(S(N)(=O)=O)cc1	0	.	-11	-5%	7%
9	COC(=O)COc1cccc2c(=O)n(CC(=O)N3CCC(C)CC3)ccc12	-12	-2	-11	1%	0%
10	CCCCN(C(=O)c1cccc(N2C(=O)c3ccccc3C2=O)c1)c1c(N)n(CC(C)C)c(=O)[nH]c1=O	1	.	5	10%	2%
11	CC(=O)Nc1ccc(NC(=O)C(C)OC(=O)CNS(=O)(=O)/C=C/c2ccc(C)cc2)cc1 (stereo not drawn)	-11	.	-2	-3%	-5%
12	CC1Nc2ncnc(N3CCc4ccccc4C3)c2N(Cc2ccc(Br)cc2)C1=O (stereo not drawn)	-4	.	-11	0%	4%
13	CN(C)c1ccc(S(=O)(=O)N2CCCCC2)cc1NC(=O)CN1C(=O)NC2(CCCC2)C1=O	12	.	-3	-1%	2%
14	COc1ccc(-n2c(SCC(=O)Nc3ccc(C(=O)O)cc3)nnc2-c2cccs2)cc1	-14	8	-12	-9%	10%
15	CC(C)OC(=O)/C(C#N)=C/c1cn(Cc2ccccc2)c2ccccc12	-14	-3	-7	6%	1%

entry	GALK inh	MLL CXXC-DNA inh	KCNH2 WT inh	BCR signal inh	TCR activator
1	.	.	-4	?	4%
2	2%	19%	-8	?	5%
3	-1%	14%	-5	?	-5%
4	.	.	0	-12%	11%
5	-1%	-3%	0	-4%	2%
6	5%	5%	7	-1%	3%
7	.	6%	5	7%	-4%
8	.	.	-1	-2%	2%
9	0%	0%	-7	10%	1%
10	.	.	12	5%	4%
11	.	.	4	-13%	1%
12	.	.	-2	?	0%
13	.	.	-7	-5%	-1%
14	-2%	20%	-19	19%	-4%
15	0%	20%	-3	?	0%[46.1 µM]

Arranged by number of heavy atoms (ascending): part of the list above.
entry	SMILES	Giardia killer	FBPA coupling cs	TSHR antagonist	Tb PFK block	A-T KAP1 phos
6	CC(C)c1ccccc1OCCCN1CCCC1	22	2	-5	-7%	0%
2	Cc1ccc(NC(=O)C2CCN(S(=O)(=O)c3cccs3)CC2)cc1C	0	3	-17	0%	.
15	CC(C)OC(=O)/C(C#N)=C/c1cn(Cc2ccccc2)c2ccccc12	-14	-3	-7	6%	1%
9	COC(=O)COc1cccc2c(=O)n(CC(=O)N3CCC(C)CC3)ccc12	-12	-2	-11	1%	0%
3	CC1CCCCN1CC(=O)Nc1cc(S(=O)(=O)N2CCOCC2)ccc1N1CCCC1 (stereo not drawn)	7	2	-5	-7%	0%
13	CN(C)c1ccc(S(=O)(=O)N2CCCCC2)cc1NC(=O)CN1C(=O)NC2(CCCC2)C1=O	12	.	-3	-1%	2%
10	CCCCN(C(=O)c1cccc(N2C(=O)c3ccccc3C2=O)c1)c1c(N)n(CC(C)C)c(=O)[nH]c1=O	1	.	5	10%	2%

entry	GALK inh	MLL CXXC-DNA inh	KCNH2 WT inh	BCR signal inh	TCR activator
6	5%	5%	7	-1%	3%
2	2%	19%	-8	?	5%
15	0%	20%	-3	?	0%[46.1 µM]
9	0%	0%	-7	10%	1%
3	-1%	14%	-5	?	-5%
13	.	.	-7	-5%	-1%
10	.	.	12	5%	4%

Next structures follow.
entry	SMILES	Giardia killer	FBPA coupling cs	TSHR antagonist	Tb PFK block	A-T KAP1 phos
16	CC(O)(c1ccccc1)C(c1ccccc1)C1CCCCN1 (stereo not drawn)	30	4	-3	5%	-7%
17	N/C(CS(=O)(=O)c1ccccn1)=N\OC(=O)c1ccccc1Cl	-16	0	-2	-1%	-4%
18	O=C1c2ccccc2C(=O)N1CCSc1nncs1	1	3	-1	2%	4%
19	Cc1ccc(NC(=O)/C(C#N)=C/c2cc(C)n(-c3ccc(N4CCOCC4)c([N+](=O)[O-])c3)c2C)c(C)c1	5	0	4	0%	-2%
20	CCCCNC(=O)CCSc1nc2nc(C)cc(C)n2n1	-1	-1	-2	-4%	2%
21	Cc1cccc(NC(=O)c2ccc3[nH]c(=O)c(=O)[nH]c3c2)n1	4	-1	-9	-5%	1%
22	O=[N+]([O-])c1ccc(/C=[N+](\[O-])CCO)o1	?	-7	11	-4%	7%
23	COc1ccccc1/C=C(/C(=O)OCC(=O)Nc1ccc(N(C)C)cc1)c1ccccc1	-15	0	-20	1%	-4%
24	C[C@H](NC(=O)c1nc[nH]c1C(=O)NCC(=O)OC(C)(C)C)C(=O)OCc1ccccc1	19	-2	-8	1%	-2%
25	CCOC(=O)c1c(C(C)(C)C)oc2ccc(O)cc12	-8	.	-9	0%	7%
26	O=C(c1ccccc1)N1CCCCCC1	-13	-1	-7	-2%	-1%
27	O=C(NCc1ccco1)C1CCCN(S(=O)(=O)c2cccc3cccnc23)C1 (stereo not drawn)	-26	4	20	6%	3%
28	Cc1ccc(/C=N/NC(=O)Cc2cccs2)o1	?	-3	18	-3%	2%
29	Cc1cccc(-c2nc(S(=O)(=O)c3ccccc3)c(N3CCOCC3)o2)c1	-2	0	-8	1%	5%
30	CCOC(=O)N1CCC(NC(=O)CN2C(=O)CSc3ncccc32)CC1	1	0	11	-3%	-1%

entry	GALK inh	MLL CXXC-DNA inh	KCNH2 WT inh	BCR signal inh	TCR activator
16	1%	-2%	-6	-12%	-3%
17	6%	9%	3	1%	4%
18	1%	2%	-3	?	-23%
19	.	-2%	0	-2%	7%
20	3%	-8%	-1	2%	4%
21	-2%	1%	-1	?	-3%
22	1%	7%	2	12%	1%
23	1%	-3%	-3	?	3%[46.1 µM]
24	.	-11%	5	8%	1%
25	-6%	-11%	19	?	0%
26	.	5%	-5	0%	.
27	0%	7%	1	?	2%
28	.	1%	-3	-1%	5%[46.1 µM]
29	4%	-2%	4	1%	-5%
30	0%	9%	6	8%	3%

New compounds follow.
entry	SMILES	Giardia killer	FBPA coupling cs	TSHR antagonist	Tb PFK block	A-T KAP1 phos
31	CC(C)C[C@H](NC(=O)c1nc[nH]c1C(=O)N1CCc2ccccc2C1)C(=O)OC(C)(C)C	-25	-10	0	-15%	3%
32	Cc1ccc(CCNC(=O)CNS(=O)(=O)c2ccc3nc(C)sc3c2)cc1	9	.	6	-13%	7%
33	COc1ccccc1C(=O)N/C(=C\c1ccccc1)C(=O)NC(Cc1ccccc1)C(=O)O (stereo not drawn)	10	11	-5	0%	8%
34	CC1CCCCN1CCNC(=O)C1CCN(S(=O)(=O)N2CCCCC2)CC1 (stereo not drawn)	-1	4	15	5%	9%
35	CC(C)n1cc(/C=C2/NC(=O)NC2=O)c2ccccc21	2	-2	-5	-1%	-4%
36	CCOC(=O)c1cnc2c(C)c(Cl)ccc2c1N1CCOCC1	-10	4	-7	0%	24%
37	CC1CCc2cc(F)ccc2N1C(=O)CSc1nnc2c3cc(F)ccc3n(C)c2n1 (stereo not drawn)	?	-2	-5	0%	4%
38	Cc1ccccc1OCC(=O)NCCc1nc2ccccc2[nH]1	14	0	-3	6%	4%
39	Cc1ccc(S(=O)(=O)N2CCCOC2CNC(=O)C(=O)NCCCn2ccnc2)cc1 (stereo not drawn)	-21	0	-4	2%	19%

entry	GALK inh	MLL CXXC-DNA inh	KCNH2 WT inh	BCR signal inh	TCR activator
31	4%	-1%	-6	6%	5%
32	2%	-17%	-1	-8%	-2%
33	0%	-5%	-3	-10%	-7%
34	2%	3%	2	2%	-1%
35	-1%	21%	-6	3%	10%
36	0%	-3%	-8	4%	5%
37	0%	0%	1	0%	-10%[46.1 µM]
38	.	16%	-17	-3%	.
39	2%	15%	-2	14%	6%[46.1 µM]
